hgDAF12 agonist = agonists of H. glycines DAF-12 nuclear receptor; HEK293 GAL4-hgDAF12 UAS-luciferase reporter, agonist luminescence; normalized to butyrate control; actives 1.8% (n = 370,000); activation, % at 6.8 µM; AID 687014;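 active means activation above a cutoff set at the mean of all screened compounds plus 3 SD, cut at about 10% in these data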;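 further: 0% = DMSO wells and 100% = sodium butyrate wells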
DAX1 inh-1 = blocks DAX1 repression of SF-1 activated StAR promoter; AID 652010; HEK293T StAR-luciferase reporter, SF-1/DAX-1 repression relief; inhibition, % at 6.8 µM; actives 1.1% (n = 370,000);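 active means inhibition above the mean over all tested compounds plus 3 SD, cut at about 3.6% in these data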;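 further: 0% = DAX-1 cells with DMSO and 100% = cells lacking DAX-1 with DMSO; higher inhibition means more luminescence from relief of DAX-1 repression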
NPR1 activator = GC-A (human) enzyme activation. HEK293 GC-A cells, cGMP TR-FRET, EC30 ANP; 0% at EC30 ANP, 100% saturating ANP. activation, % at 10 µM. actives 0.14% (n = 370,000). AID 1671463; in the data active means activation above about 40%
NPR2 activator = GC-B (human) receptor activation; P20594; HEK293-GC-B cells, CNP EC30, cGMP TR-FRET; 0% at EC30 CNP, 100% saturating CNP; activation, % at 10 µM; actives 0.11% (n = 370,000); AID 1920062;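 active means activation at 10 µM reaching about 35% in either raw or pattern-adjusted values, limit read from the data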
sPLA2-III inh = Blocks human group III sPLA2 activity; Q9NZ20; QFRET BODIPY PC-A2 liposome hydrolysis, fluorescence; inhibition, % at 12.2 µM; actives 0.56% (n = 370,000); AID 743126;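 active means inhibition above mean plus 3 SD of compounds lying within the high and low control bounds, cut at about 19% in these data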;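 further: 0% = median of test compound wells and 100% = no enzyme DMSO wells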
Target sequence (Q9NZ20 whole entry, looked up): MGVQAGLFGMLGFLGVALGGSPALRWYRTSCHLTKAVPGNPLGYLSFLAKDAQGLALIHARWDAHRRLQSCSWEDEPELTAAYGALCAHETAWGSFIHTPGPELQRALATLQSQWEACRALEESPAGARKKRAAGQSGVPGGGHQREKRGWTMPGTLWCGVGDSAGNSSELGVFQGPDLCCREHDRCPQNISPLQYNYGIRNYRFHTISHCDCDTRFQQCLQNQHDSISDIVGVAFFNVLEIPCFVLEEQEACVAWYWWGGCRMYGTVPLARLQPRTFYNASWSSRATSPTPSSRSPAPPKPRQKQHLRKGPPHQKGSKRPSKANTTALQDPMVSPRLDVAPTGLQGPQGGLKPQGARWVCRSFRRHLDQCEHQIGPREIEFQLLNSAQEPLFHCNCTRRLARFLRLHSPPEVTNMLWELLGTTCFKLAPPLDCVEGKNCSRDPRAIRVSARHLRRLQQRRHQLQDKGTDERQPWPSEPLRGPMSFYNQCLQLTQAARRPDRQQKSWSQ
ssDAF12 agonist = S. stercoralis DAF-12 activation, primary screen; HEK293 ssDAF-12/GRIP1 lit1-tk-luc reporter, luminescence; % of 3 µM dafachronic acid response; activation, % at 6.8 µM; actives 1% (n = 370,000);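 active means activation above the mean over all tested compounds plus 3 SD, cut at about 0.9% in these data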;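 further: 0% = DMSO-only wells and 100% = 3 µM delta7-dafachronic acid wells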
KLK7 zymogen act = activates the human kallikrein-7 zymogen; actives 0.9% (n = 370,000); P49862; AID 652039; activation, % at 7 µM; purified proKLK7, EDANS-DABCYL substrate fluorescence; 100% is mature enzyme control, 0% vehicle;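 active means activation above the mean of all tested compounds plus 3 SD, computed per campaign excluding outliers beyond control limits, cut at about 13% in these data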
Target sequence (P49862 whole entry, looked up): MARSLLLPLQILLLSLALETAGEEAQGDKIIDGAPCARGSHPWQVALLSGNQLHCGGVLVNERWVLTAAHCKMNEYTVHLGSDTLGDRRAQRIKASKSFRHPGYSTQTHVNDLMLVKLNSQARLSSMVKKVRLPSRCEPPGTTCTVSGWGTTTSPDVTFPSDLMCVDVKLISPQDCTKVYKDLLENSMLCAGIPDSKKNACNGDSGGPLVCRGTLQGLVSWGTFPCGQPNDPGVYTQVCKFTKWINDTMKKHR
SMARCA2 act = activators of SMARCA2 function | activation, % at 9.1 µM | actives 1% (n = 370,000) | MG213 cells, MMTV-luciferase reporter, dexamethasone, overnight; in the data active means activation above about 7.8%;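 further: 0% = vehicle wells and 100% = reference activator wells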
hcDAF12 agonist = H. contortus DAF-12 activation, primary screen | AID 652067 | HEK293 hcDAF-12 lit1-tk-luc reporter, luminescence; 0% DMSO, 100% Δ7-dafachronic acid | activation, % at 6.8 µM | actives 1.4% (n = 370,000);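 active means activation above the mean of all tested compounds plus 3 SD, cut at about 5.5% in these data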;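 further: 100% = response to 3 µM Δ7-dafachronic acid high control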
FXN GAA850 act = frataxin GAA850 promoter activation. actives 0.56% (n = 360,000). activation, % at 6 µM. HEK293 lucGAA850 FXN promoter luciferase reporter, 24 h; percent of 10 µM SAHA response;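 active means activation above the average of all compounds screened plus 3 SD, cutoff fixed separately per campaign, cut at about 7.5% in these data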;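 further: 0% = DMSO wells and 100% = 10 µM SAHA wells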
DAX1 inh-2 = inhibitors of human orphan nuclear receptor DAX1 (NR0B1); HEK293 Gal4-DAX1 luciferase reporter, luminescence; inhibition, % at 6.75 µM; actives 0.99% (n = 340,000); AID 504766; P51843;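 active means inhibition above the mean over all tested compounds plus 3 SD, cut at about 4.2% in these data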;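 further: 0% = DAX1-transfected cells with DMSO and 100% = empty-vector control cells with DMSO; inhibition shows as a rise in luminescence from relieved DAX1 repression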
Target sequence (P51843 207-470 limits assumed): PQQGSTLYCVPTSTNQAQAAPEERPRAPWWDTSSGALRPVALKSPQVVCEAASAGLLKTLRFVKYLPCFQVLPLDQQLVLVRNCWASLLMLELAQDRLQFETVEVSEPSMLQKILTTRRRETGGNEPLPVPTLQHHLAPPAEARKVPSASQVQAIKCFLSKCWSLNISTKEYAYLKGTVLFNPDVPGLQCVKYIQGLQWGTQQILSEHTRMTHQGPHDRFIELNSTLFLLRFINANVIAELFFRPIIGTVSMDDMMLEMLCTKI
* marks the source's active call; other numbers are inactive results; x = no result given.

1. Cc1ccccc1Cn1nc(C)c(NC(=O)C2c3ccccc3Oc3ccccc32)c1C
2. CC(C)(C)NC(=O)c1ccc2c(c1)N(CC(=O)N1CCN(c3ccccc3F)CC1)C(=O)C(C)(C)O2
3. CCc1ccccc1N(CC(=O)NC1CCCCC1)C(=O)CNC(=O)c1ccco1
4. CCOc1cc(S(=O)(=O)n2nc(C)cc2C)ccc1Br
5. COC(=O)c1[nH]c2cccc(OC)c2c1NC(=O)CN1CC2(C)CC1CC(C)(C)C2 (stereo unspecified)
6. COc1cccc(/C=C2\CC3(OC(C)=O)CCCN2C3)c1 (stereo unspecified)

Assay by compound,1,2,3,4,5,6
hgDAF12 agonist,-1.9,1.8,0.4,-1.8,-0.6,1.1
DAX1 inh-1,-0.1,-1.0,0.5,0.2,1.2,1.9
NPR1 activator,-2,-1,-5,-7,3,4
NPR2 activator,-1,1,-5,0,1,-8
sPLA2-III inh,-6,-2,-2,-2,-1,1
ssDAF12 agonist,-0.8,-1.5,-1.2,-0.7,-0.7,-1.5
KLK7 zymogen act,0.3,-0.3,0.7,-0.5,-0.5,0.6
SMARCA2 act,2,-1,2,-3,1,2
hcDAF12 agonist,-1.6,-0.5,-1.4,-0.9,-1.0,-1.1
FXN GAA850 act,-0.8,-2.0,-0.4,2.2,2.9,x
DAX1 inh-2,3.0,-0.4,-1.0,1.0,0.1,x

7. CCSC(=O)CCCCCCCCCCCO
8. CC1(C)S[C@@H]2C(C(=O)OCc3ccccc3)NC(=O)N2C1C(=O)OCc1ccccc1 (stereo partly specified)
9. NS(=O)(=O)c1cccc(NC(=O)Cn2cnc3ccccc3c2=O)c1
10. CC(C)CNC(=O)COC(=O)CCC(=O)c1ccc(Cl)cc1
11. CC(C)=CC(=O)Nc1ccc(S(=O)(=O)Nc2ccccn2)cc1
12. Cc1cccc(C(=O)NCC(=O)N2CCC2)c1

Assay by compound,7,8,9,10,11,12
hgDAF12 agonist,0.0,-1.1,0.4,-0.6,-4.0,0.0
DAX1 inh-1,0.8,-0.4,0.2,0.3,0.0,1.6
NPR1 activator,3,2,-1,1,-8,2
NPR2 activator,-1,0,1,-2,-3,0
sPLA2-III inh,-3,-3,2,1,-3,0
ssDAF12 agonist,-1.0,-1.2,-1.0,-1.1,-1.4,-1.4
KLK7 zymogen act,0.5,-0.6,-0.1,0.1,0.1,-0.3
SMARCA2 act,3,0,1,-4,1,1
hcDAF12 agonist,-1.4,-1.0,-0.9,0.8,-2.1,-0.7
FXN GAA850 act,0.0,0.9,0.9,0.6,1.6,0.2
DAX1 inh-2,-0.3,1.1,0.5,-0.3,0.2,1.0

An excerpt from above, showing only DAX1 inh-1 and hgDAF12 agonist.
no.	Structure	DAX1 inh-1	hgDAF12 agonist
8	CC1(C)S[C@@H]2C(C(=O)OCc3ccccc3)NC(=O)N2C1C(=O)OCc1ccccc1 (stereo partly specified)	-0.4	-1.1
9	NS(=O)(=O)c1cccc(NC(=O)Cn2cnc3ccccc3c2=O)c1	0.2	0.4
10	CC(C)CNC(=O)COC(=O)CCC(=O)c1ccc(Cl)cc1	0.3	-0.6
11	CC(C)=CC(=O)Nc1ccc(S(=O)(=O)Nc2ccccn2)cc1	0.0	-4.0
12	Cc1cccc(C(=O)NCC(=O)N2CCC2)c1	1.6	0.0

Further entries.
13. COc1cc(Cl)c(S(=O)(=O)N2CCN(Cc3ccc4c(c3)OCO4)CC2)cc1Cl
14. Cc1ccc(-n2nnnc2CS(=O)(=O)c2ccccc2)c(C)c1
15. O=C(C[n+]1ccc2ccccc2c1)Nc1cc(C(F)(F)F)ccc1Cl
16. CC(OC(=O)Cc1n[nH]c(=O)c2ccccc12)C(=O)Nc1ccccc1[N+](=O)[O-] (stereo unspecified)
17. CCSc1nsc(NC(=O)Nc2ccccc2OC)n1
18. Cc1nc2cc(NC(=O)Nc3cccc4ccccc34)ccc2n1C

Assay by compound,13,14,15,16,17,18
hgDAF12 agonist,2.1,-0.6,-0.8,1.7,0.0,18*
DAX1 inh-1,0.6,-0.9,-0.1,0.0,0.2,3.5
NPR1 activator,1,1,1,-2,4,0
NPR2 activator,-1,5,3,-1,2,1
sPLA2-III inh,4,-20,-72,-2,-12,-1
ssDAF12 agonist,-0.6,-0.9,-1.5,-0.6,-1.8,0.5
KLK7 zymogen act,-0.2,-0.1,0.2,-0.6,-0.2,-3.7
SMARCA2 act,-3,-1,0,0,3,7
hcDAF12 agonist,1.7,-1.7,0.3,-0.1,-1.0,1.5
FXN GAA850 act,-0.1,-0.4,-1.3,3.1,3.2,6.3
DAX1 inh-2,3.3,-0.3,-0.5,1.1,2.1,2.3

19. Cc1ccc(C)c(NC(=S)NCC(c2cccnc2)N2CCOCC2)c1 (stereo unspecified)
20. Cc1sc(C(=O)Nc2ccc3ccccc3c2)cc1CC(=O)O
21. Cc1ccc([C@@H]2C[C@H]3[C@@H](CN2S(=O)(=O)c2ccc(C)cc2)C(=O)C[C@@H](c2ccc(Cl)cc2)N3S(=O)(=O)c2ccc(C)cc2)cc1
22. Cc1ccccc1NC(=O)CC1S/C(=N/c2nccs2)N(C)C1=O (stereo unspecified)
23. COc1ccc(NC(=O)C2(C)Cc3c(-c4cccc(C(N)=O)c4)ccnc3O2)cc1 (stereo unspecified)
24. COc1ccc(-c2cnc3c(NC=O)cc(-c4ccc(F)cc4)cn23)cc1OC

Assay by compound,19,20,21,22,23,24
hgDAF12 agonist,3.7,6.2,-2.5,-1.6,-2.3,-2.8
DAX1 inh-1,0.2,1.2,-0.4,-0.4,-3.5,1.8
NPR1 activator,-1,-6,0,-3,-1,-1
NPR2 activator,0,1,3,1,-3,7
sPLA2-III inh,4,-8,-5,-20,2,-1
ssDAF12 agonist,-1.4,-0.4,0.6,-1.2,-1.5,-0.6
KLK7 zymogen act,0.5,-0.1,-0.1,0.8,0.0,-1.4
SMARCA2 act,0,5,0,-1,-3,15*
hcDAF12 agonist,-0.6,0.2,0.7,0.3,-0.2,-2.1
FXN GAA850 act,-0.5,2.1,-0.6,-0.6,-3.2,-1.8
DAX1 inh-2,-0.3,0.1,-0.1,1.4,x,x

25. CN1CCN(CCC(=O)Nc2ccc(C3CCCC3)cc2)CC1
26. O=C(OCC#CCSc1nnc(-c2ccccc2)o1)c1cc2ccccc2o1
27. COc1ccc(Nc2nc(Cl)nc(NCCO)n2)cc1
28. C[C@@H]1Cn2cnc(C(=O)N3CCN(C(=O)OC(C)(C)C)CC3)c2C(=O)N1
29. OCCn1c(CSc2nnc(-c3ccco3)n2-c2ccccc2)nc2ccc(Cl)cc21
30. CN(Cc1ccco1)S(=O)(=O)c1csc(C(N)=O)c1

Assay by compound,25,26,27,28,29,30
hgDAF12 agonist,2.5,1.5,-0.1,-3.2,-0.4,-2.0
DAX1 inh-1,0.1,-0.1,0.0,0.8,0.3,0.2
NPR1 activator,6,0,-1,-1,-19,2
NPR2 activator,-3,-4,-1,3,-23,2
sPLA2-III inh,-10,7,9,4,-9,3
ssDAF12 agonist,-0.6,-0.8,-1.3,-0.8,-0.7,-1.2
KLK7 zymogen act,0.0,-0.2,-0.3,0.3,0.3,0.7
SMARCA2 act,0,-4,-4,-1,-4,0
hcDAF12 agonist,-0.2,-0.2,-0.4,-0.4,3.6,-1.5
FXN GAA850 act,-0.1,-1.2,-0.4,x,-1.7,1.7
DAX1 inh-2,1.5,-0.6,0.2,x,-0.9,0.2

31. CCN(c1ccc(OC)cc1)S(=O)(=O)c1nnc(NC(=O)c2ccco2)s1
32. CCOc1nc(-c2ccc(OC)cc2)ccc1-c1noc(-c2cc(OC)c(OC)c(OC)c2)n1
33. Cc1cccc(NC(=O)Cn2cnc3ccccc3c2=O)c1C
34. Cc1ccc(S(=O)(=O)Nc2ccccc2CNC2CCCCC2)cc1
35. Cc1cc(S(=O)(=O)NCCN(C)C)c(C)s1
36. CCn1nc(C)c(CN2CCC(n3nccc3NC(=O)c3ccc4c(c3)OCO4)CC2)c1C

Assay by compound,31,32,33,34,35,36
hgDAF12 agonist,-0.8,-1.5,0.1,-2.0,0.9,0.3
DAX1 inh-1,0.2,0.8,-0.5,0.3,0.3,0.0
NPR1 activator,-8,4,-5,0,4,-6
NPR2 activator,-2,2,1,-3,3,-7
sPLA2-III inh,3,3,6,5,2,-2
ssDAF12 agonist,-0.7,-1.3,-1.2,-1.4,-0.8,-0.9
KLK7 zymogen act,0.2,-1.7,-0.3,0.0,0.0,0.7
SMARCA2 act,-1,-1,3,-2,0,2
hcDAF12 agonist,-1.0,-1.6,0.6,-1.8,-0.3,0.4
FXN GAA850 act,-1.0,-1.4,-1.2,0.0,-0.4,-0.6
DAX1 inh-2,0.3,-0.5,-0.3,0.3,0.5,0.3

37. Cc1ccc(-c2c[nH]c(=S)n2-c2ccccc2F)cc1
38. CCOC(=O)N1CCC(NC(=O)c2ccc3c(c2)N=C(CC)c2ccccc2S3)CC1
39. Cc1cc(=O)[nH]c(SCc2ccc(Cl)cc2)n1
40. O=C(c1ccccc1Sc1ccc([N+](=O)[O-])cc1)N1CCCCC1
41. Cc1ccc(-c2cc(C(=O)Nc3sc4c(c3C(=O)NCc3ccco3)CCC4)[nH]n2)c(O)c1
42. O=C(/C=C/c1ccccc1)CCN1CCCCC1

Assay by compound,37,38,39,40,41,42
hgDAF12 agonist,1.7,-3.9,0.5,4.4,-4.0,-1.2
DAX1 inh-1,-1.3,-0.6,-0.2,-0.4,-0.4,-0.7
NPR1 activator,-1,5,1,-5,5,21
NPR2 activator,0,2,-4,-2,8,8
sPLA2-III inh,11,-7,-6,-7,-3,-2
ssDAF12 agonist,-1.4,-1.4,-1.5,-1.0,-1.1,-1.4
KLK7 zymogen act,-0.5,-0.1,-0.4,0.1,-1.1,0.3
SMARCA2 act,0,-3,2,-3,3,5
hcDAF12 agonist,-1.4,-2.2,-0.6,-2.4,-2.2,2.1
FXN GAA850 act,-1.1,1.2,1.7,2.1,3.0,6.2
DAX1 inh-2,-0.9,0.3,-0.9,-0.8,-1.2,0.9

43. COc1cc2cc(C(=O)N3CCN(c4ccccc4OC)CC3)[nH]c2cc1OC
44. S=C(NCc1cccnc1)Nc1ccc(Cl)cc1
45. C=C(C)CNC(=S)Nc1sc2c(c1C(=O)OCC)CC(C)(C)OC2
46. CC(C)(Oc1ccc(Cl)cc1)C(=O)NCCCn1ccnc1

Assay by compound,43,44,45,46
hgDAF12 agonist,-3.0,1.4,2.4,-2.0
DAX1 inh-1,-0.9,-0.7,0.7,0.6
NPR1 activator,4,2,2,-4
NPR2 activator,1,-5,-7,-1
sPLA2-III inh,0,1,13,-5
ssDAF12 agonist,-1.4,-1.3,-1.2,-1.2
KLK7 zymogen act,2.9,-0.2,-0.5,-0.3
SMARCA2 act,-3,0,-2,0
hcDAF12 agonist,-3.1,1.1,1.6,2.6
FXN GAA850 act,0.2,3.8,1.7,2.3
DAX1 inh-2,0.6,1.2,-0.6,-1.1

Screening data: PubChem, several laboratories
